Rab7 wt GTP bind: dog Rab7 wildtype GTP binding, inhibitors and activators; GST-Rab7 beads, fluorescent GTP binding, flow cytometry; actives lie on both sides; untreated = 100%, excess cold GTP = 0%; GTP binding activity (percent of control), % at 10 µM; hit rate 0.055% among 190,000;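 active = fluorescent GTP binding to Rab7 beads changed by at least 20 points from the 100% baseline, either direction, mostly lower; inconclusive = compound itself probably fluorescent, or too few beads counted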;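 note: median green fluorescence of bound Bodipy-FL-GTP per Rab7 bead population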
ABCB1 block: human ABCB1 inhibition, ABCG2 as counter-screen; P08183; CCRF-Adr cells, JC-1 efflux, flow cytometry; inhibition, % at 6.6 µM; hit rate 0.067% among 190,000; in the data active = inhibition above about 40%;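 note: 0% = vehicle and 100% = reference inhibitor; higher value means more JC-1 retained so stronger ABCB1 efflux block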
HRas wt GTP: changes GTP binding to wildtype human HRas | GTP binding activity, % at 10 µM | AID 759 | hit rate 0.14% among 190,000 | P01112 | GST-Ras wt beads, Bodipy-FL-GTP binding, flow cytometry; actives lie on both sides;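 active = GTP binding activity at least 20% away from the 100% baseline, either lowered as inhibitor or raised as activator; inconclusive = flagged as likely green fluorescent, judged across all proteins in the well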;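 note: 0% = unlabeled GTP competition control and 100% = no-compound control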
Target sequence (P01112 whole entry, looked up): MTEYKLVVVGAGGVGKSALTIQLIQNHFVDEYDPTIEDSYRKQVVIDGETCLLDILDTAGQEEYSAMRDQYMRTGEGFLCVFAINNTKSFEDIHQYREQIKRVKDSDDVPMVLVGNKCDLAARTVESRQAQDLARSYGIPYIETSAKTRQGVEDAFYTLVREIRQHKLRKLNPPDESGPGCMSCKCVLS
GSH bead fluor: compound fluoresces at 488/530 nm on GSH beads; GSH beads flow cytometry, compound fluorescence 488/530 nm; active compounds read high; fluorescence (KMESF) at 10 µM; hit rate 0.25% among 190,000; AID 1776; in the data active = fluorescence above about 89;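 note: glutathione beads carrying GST-tagged Bcl family fusion proteins plus one bare bead set; values are compound well signal with DMSO vehicle wells as background; inactives centre near 16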
Rac1 mut GTP: human Rac1 activated mutant GTP binding change. GST-Rac1 activated beads, fluorescent GTP binding, flow cytometry; actives lie on both sides; 100% means binding = to untreated wells. hit rate 0.11% among 190,000. P63000. percent activity (GTP binding), % at 10 µM. AID 764;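 active = GTP binding at least 20 percentage points away from the 100% baseline, in either direction, so actives lie on both sides; inconclusive = Compound likely fluorescent itself, or too few beads counted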
Pf gamet viab: P. falciparum stage V gametocyte viability inhibition. hit rate 0.065% among 150,000. inhibition, % at 10.9 µM. P. falciparum stage V gametocytes, ATP luminescence, 24 h;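 active = inhibition above the mean plus 3 SD of compounds within the control limits, set per campaign, cut at about 38% in these data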;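 note: 0% = DMSO wells and 100% = medium only without gametocytes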
Cdc42 wt GTP: human Cdc42 wildtype GTP binding change, either direction. P60953. hit rate 0.2% among 190,000. percent activity (GTP binding), % at 10 µM. GST-Cdc42 beads, Bodipy-GTP binding, flow cytometry; actives lie on both sides;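 active = percent activity GTP binding at least 20 points away from the 100% baseline, either down as inhibitor or up as activator; inconclusive = compound flagged as likely green fluorescent from well-wide comparison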;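 note: median bead fluorescence of bound Bodipy-FL-GTP at 100 nM; 0% = excess unlabeled GTP control and 100% = no compound control; below 100% means less GTP binding so inhibitor and above means activator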
Target sequence (P60953 whole entry, looked up): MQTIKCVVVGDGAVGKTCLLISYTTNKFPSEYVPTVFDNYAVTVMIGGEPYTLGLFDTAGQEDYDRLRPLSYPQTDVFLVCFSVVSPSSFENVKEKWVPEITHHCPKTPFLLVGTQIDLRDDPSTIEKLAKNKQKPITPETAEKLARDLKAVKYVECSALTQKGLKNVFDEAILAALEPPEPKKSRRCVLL
ABCG2 inh: inhibitors of human ABCG2 transporter, ABCB1 counter-screen; Q9UNQ0; IgMXP3 cells, JC-1 efflux, flow cytometry; inhibition, % at 6.6 µM; hit rate 0.1% among 190,000; AID 1325;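 active = inhibition above 80%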;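 note: 0% = DMSO and 100% = nicardipine control wells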
Target sequence (Q9UNQ0 whole entry, looked up): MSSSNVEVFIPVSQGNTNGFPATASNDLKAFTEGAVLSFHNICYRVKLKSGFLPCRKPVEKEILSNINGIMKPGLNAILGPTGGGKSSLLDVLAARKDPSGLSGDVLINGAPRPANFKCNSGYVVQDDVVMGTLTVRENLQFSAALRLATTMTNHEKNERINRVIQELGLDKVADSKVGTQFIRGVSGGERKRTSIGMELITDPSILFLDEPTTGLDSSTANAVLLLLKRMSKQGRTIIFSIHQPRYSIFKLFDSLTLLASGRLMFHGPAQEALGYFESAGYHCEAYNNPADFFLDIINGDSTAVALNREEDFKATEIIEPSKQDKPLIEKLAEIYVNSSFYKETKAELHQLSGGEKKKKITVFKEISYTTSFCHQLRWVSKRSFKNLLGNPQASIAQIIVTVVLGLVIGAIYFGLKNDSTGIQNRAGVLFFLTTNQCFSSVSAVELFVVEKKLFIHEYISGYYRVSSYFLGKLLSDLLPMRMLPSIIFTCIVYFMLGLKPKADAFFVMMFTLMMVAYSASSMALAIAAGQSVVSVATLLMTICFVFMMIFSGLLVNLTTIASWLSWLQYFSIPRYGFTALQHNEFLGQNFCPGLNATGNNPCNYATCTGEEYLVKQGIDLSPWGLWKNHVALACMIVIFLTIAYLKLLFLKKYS
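Test system: IgMXP3 (ABCG2) plus far-red-tagged CCRF-Adr (ABCB1) cells. Reagent: JC-1 dye as substrate. Timing: 10 min exposure at 25 °C with rotation, no wash. Measured by: flow cytometric JC-1 green MFI at 530 nm. Read-out: percent efflux inhibition, scaled nicardipine 100% to DMSO 0%. Control set: nicardipine and DMSO wells.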
Rab2 wt GTP: changes GTP binding to wildtype dog Rab2A, up or down | P61105 | GST-Rab2 wt beads, Bodipy-GTP binding, flow cytometry | GTP binding activity, % at 10 µM | hit rate 0.19% among 190,000 | AID 760;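 active = GTP binding activity at least 20 points away from 100%, either lowered or raised; inconclusive = signal likely due to the compound's own green fluorescence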;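 note: 0% = beads with excess unlabeled GTP and 100% = no-compound control corrected for plate trend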
Rac1 wt modul: modulators of human Rac1 wildtype GTP binding | AID 757 | GST-Rac1 beads, fluorescent GTP binding, flow cytometry; actives lie on both sides; 0 = cold GTP competed, 100 = untreated | GTP binding activity (% of control), % at 10 µM | hit rate 0.27% among 190,000 | P63000;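 active = GTP binding activity at least 20 points away from the 100% control level, either lower or higher; inconclusive = compound flagged as likely green fluorescent, judged across all proteins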
Avidin bead fluor: avidin bead compound fluorescence profile. Avidin beads, compound fluorescence 488/530 nm, flow cytometry; active compounds read high. fluorescence (KMESF) at 10 µM. hit rate 0.38% among 220,000. AID 1775; in the data active = fluorescence above about 47; note: inactives centre near 10
The depositor's hits bear a star; ? = inconclusive; · = no result given. The order is random, and some 1.1% of all compounds hit somewhere here.

SMILES	Rab7 wt GTP bind	ABCB1 block	HRas wt GTP	GSH bead fluor	Rac1 mut GTP	Pf gamet viab	Cdc42 wt GTP	ABCG2 inh	Rab2 wt GTP	Rac1 wt modul	Avidin bead fluor
O=c1ccc2cc(S(=O)(=O)N3CCN(c4cc(Cl)ccc4Cl)CC3)ccc2o1	99	1.4	101	42	101	·	104	5	100	108	·
C/C(N)=C(/C#N)C(=O)CSc1n[nH]c(-c2ccccc2Br)n1	98	-0.4	99	24	99	·	98	0	98	102	31
NC(=O)COC(=O)c1ccc(-c2ccccc2)cc1	99	-0.4	96	24	93	-14	96	1	100	96	8
O=C(NCc1ccc(Cl)c(Cl)c1)c1ccco1	98	0.4	99	24	98	·	101	16	97	104	34
N#CCSc1nnc(COc2cccc3ccccc23)n1-c1cccc(Cl)c1	98	0.9	101	36	99	·	105	2	100	106	6
COc1ccc(-c2csc(N(CCCN(C)C)C(=O)c3cccs3)n2)cc1	98	6.4	100	28	101	9	103	40	102	104	8
CCn1ncc(CN2CCN(Cc3ccc(OC)c(C)c3C)C(CCO)C2)c1C (stereo not drawn)	99	7.2	100	12	98	-22	97	2	99	101	10
O=C(CN1C(=O)C2C3C=CC(C3)C2C1=O)NCCC1=CCCCC1 (stereo not drawn)	99	0.4	102	46	101	4	105	1	101	108	6
CCOC(=O)C1=C(c2ccccc2)OC(N)=C(C#N)C1c1ccc(Cl)s1 (stereo not drawn)	97	0.2	103	31	99	·	105	1	102	102	15
Cc1nn(C(=O)c2cc3sccc3[nH]2)c(C)c1C	97	0.1	98	31	96	1	98	6	98	96	14
Nc1cc(-c2ccc(Br)cc2)nn1S(=O)(=O)c1ccccc1	100	-3.3	102	23	100	·	101	-4	100	107	7
CCOCc1nc(C)c(Cl)c(NS(=O)(=O)c2ccc(N)cc2)n1	99	0.3	101	11	99	·	102	1	99	107	8
CS(=O)(=O)c1cccc(NC(=O)c2ccc(Cl)c(Cl)c2)c1	94	0.3	96	16	93	0	98	7	96	97	13
C=CCn1c(SCC(=O)Nc2c(C)cccc2C)nnc1-c1ccncc1	106	0.7	102	9	95	·	99	2	102	100	12
CCOC(=O)C(/C=C(\C#N)C(=O)OCC)=C(/N)N1CCN(c2c(C)cccc2C)CC1	96	0.3	98	52	97	·	98	2	98	97	6

Next section; the last two above are carried over.
SMILES	Rab7 wt GTP bind	ABCB1 block	HRas wt GTP	GSH bead fluor	Rac1 mut GTP	Pf gamet viab	Cdc42 wt GTP	ABCG2 inh	Rab2 wt GTP	Rac1 wt modul	Avidin bead fluor
C=CCn1c(SCC(=O)Nc2c(C)cccc2C)nnc1-c1ccncc1	106	0.7	102	9	95	·	99	2	102	100	12
CCOC(=O)C(/C=C(\C#N)C(=O)OCC)=C(/N)N1CCN(c2c(C)cccc2C)CC1	96	0.3	98	52	97	·	98	2	98	97	6
Cc1cc([N+](=O)[O-])cc2c1NC(=O)C2(O)N1CCOCC1 (stereo not drawn)	107	0.0	99	14	99	13	102	0	100	101	9
COc1ccc(CC(=O)N2N=C(C)CC2(O)c2cccnc2)cc1OC (stereo not drawn)	99	0.2	102	13	103	9	105	-1	105	106	11
COc1ccc(C(=O)NCCOc2cccc(OC)c2)cc1	95	-0.1	92	15	95	-9	91	1	95	97	7
CCCCOC(=O)Nc1nnc(COc2ccccc2)s1	98	0.3	101	8	100	·	104	2	100	109	7
CCc1cc2c(=O)c(-c3cscn3)coc2c(CN(C)C)c1O	91	1.0	94	54	95	-5	96	19	92	92	9
Cn1c(=O)oc2cc(S(=O)(=O)Nc3ccccc3)ccc21	95	2.7	92	14	92	·	94	4	95	94	6
C/C(CCC(C)C)=N\NC(=O)COc1ccccc1-c1ccccc1	105	0.1	100	21	93	14	97	0	101	96	25
COc1ccc(-n2c(O)c(C=NCC(c3ccco3)N3CCCC3)c3ccccc3c2=O)cc1OC (stereo not drawn)	97	2.0	98	20	101	·	96	2	99	102	6
CS(=O)(=O)c1ccc(C(=O)NCCN2C(=O)S/C(=C\c3cccnc3)C2=O)cc1[N+](=O)[O-]	97	-0.1	93	16	95	0	95	0	93	95	9
Cc1ccc(C)c(NC(=S)NC(NC(=O)N(C)C)C(Cl)(Cl)Cl)c1 (stereo not drawn)	?	0.0	?	37	?	·	?	0	?	?	7
COc1nccnc1NS(=O)(=O)c1ccc(N=Cc2c(C)[nH]n(-c3ccc(Cl)cc3)c2=O)cc1	92	-0.6	93	10	96	-3	97	5	88	95	10
O=C1CCCC(=O)N1c1ccc(N2CCN(c3ccc([N+](=O)[O-])cc3)CC2)c([N+](=O)[O-])c1	101	1.1	102	19	102	·	101	13	102	103	7
Nc1cc(C(F)(F)F)ccc1N1CCOCC1	104	2.5	99	10	97	3	93	2	98	100	16
CCc1cc2c(=O)c(-c3nc4ccccc4n3C)c(C(C)C)oc2c(CN2CCN(C)CC2)c1O	95	1.1	100	20	99	2	102	-1	99	107	32
COc1ccc(N2C(=O)C3C4C=CC(C4)C3C2=O)nn1 (stereo not drawn)	98	0.4	99	23	99	·	101	0	99	100	17
CCCc1cc(C(=O)Nc2sc(C(C)=O)c(C)c2C(=O)OCC)no1	102	0.9	100	12	99	·	102	5	100	104	6
CNc1nc2c(C)cccn2c(=O)c1C=NCc1ccccc1	102	0.3	101	11	99	27	101	2	101	101	10
CCOC(=O)N1CCN(C(=O)c2cc(OCC)c(OCC)c(OCC)c2)CC1	100	0.3	97	13	96	21	97	3	98	97	12
C#CCOCCOCCOCCNc1nc(N2CCN(C(=O)[C@H]([C@@H](C)CC)n3cc([C@@H](N)CO)nn3)CC2)nc(N2CCN(C(=O)[C@H](Cc3ccc(O)cc3)n3cc([C@@H](N)CC(C)C)nn3)CC2)n1	95	-0.3	96	21	95	13	94	-1	95	97	7
COC(=O)CSc1ccc(S(=O)(=O)N2CCCCCC2)cc1[N+](=O)[O-]	94	0.9	92	14	95	-4	93	3	94	94	7
Clc1ccccc1CSc1nncn1-c1cccnc1	99	0.0	95	11	96	·	96	0	95	98	10
Cc1cc(C(=O)NNC(=O)CCC2CCCCC2)c(C)o1	94	-0.1	96	24	95	-2	97	0	95	98	12
CCc1sc(C(=O)N2CCc3ccccc32)cc1C	105	1.1	101	21	95	-10	94	5	100	97	25
O=C1CCC(=O)N1c1ccc(NCCc2cccc(F)c2)c([N+](=O)[O-])c1	97	0.7	96	12	95	12	96	46	96	98	10
CC1(C)CC(=O)C2=C(C1)N(c1cccc(O)c1)C1=C(C2)C(=O)CC(C)(C)C1	101	-0.1	100	13	96	-21	101	0	101	103	30
CN(C1=C(N2CCOCC2)C(=O)c2ccccc2C1=O)c1ccccc1	96	1.9	98	22	98	-1	96	24	101	98	13
Nc1[nH]nc2ncc3cc4ccccc4nc3c12	88	-0.2	85	12	83	-17	80	0	82	68*	4
O=S(=O)(/N=C/c1c(O)ccc2ccccc12)c1cccs1	100	0.6	97	34	101	-24	99	3	101	102	12
O=C(C(Cl)Cl)N1CCN(c2ccccn2)CC1	101	2.8	99	11	98	·	102	14	98	102	14
O=C1N(c2ccc(Cl)cc2)C(c2ccccc2)N2CCCN12 (stereo not drawn)	101	0.2	100	11	97	·	104	3	99	101	5
COC(=O)c1cc(-c2ccc(OC)cc2)n[nH]1	93	0.6	97	14	94	15	97	16	96	98	10
COc1ccc(CC(=O)OCC(=O)Nc2ccc3c(c2)OCO3)cc1OC	92	0.0	97	14	96	-18	97	7	99	98	10
Cc1ccc(-c2nnn(CC(=O)N3CCN(c4nc5ccccc5s4)CC3)n2)cc1	103	0.2	101	12	98	-1	104	1	100	104	18
CCCCOC(=O)Nc1cc(C(=O)OC)ccc1C(=O)OC	103	-0.1	102	32	98	·	103	13	101	102	10
COc1cccc(N2CC(C(=O)Nc3c(C)cccc3C)CC2=O)c1 (stereo not drawn)	101	0.3	100	25	100	·	103	2	101	107	33
c1ccc(-c2ccccc2-n2cnnn2)cc1	99	0.4	99	16	98	16	98	1	99	102	24
O=[N+]([O-])c1cccc(N/N=C/c2cccc(O)c2O)c1	90	-0.6	95	11	97	-17	96	1	97	95	9
O=C(Cn1c2[n+](c3ccccc31)CC(O)CS2)c1ccccc1 (stereo not drawn)	102	0.5	99	24	96	12	94	2	98	99	11
N#C/C=C1\Sc2ccccc2C(=O)N1CC(=O)N1CCN(S(=O)(=O)c2ccccc2)CC1	99	1.2	98	15	97	-28	99	4	97	103	22
Cc1ccc(NC(=S)NC(NC(=O)c2ccco2)C(Cl)(Cl)Cl)cc1 (stereo not drawn)	101	0.3	102	48	101	·	104	2	101	105	35
COC(=O)C1=C(N)OC2=C(C(=O)CC(C)(C)C2)C1c1ccoc1 (stereo not drawn)	102	-1.2	100	36	98	7	101	20	103	103	17
Cn1c(/C=C/c2ccccc2)nc2ccccc21	102	1.4	99	26	98	7	97	11	99	101	10
CO/N=C\CC(=O)Nc1ccc(Cl)cc1Cl	95	-0.4	96	7	96	16	97	4	98	97	8
Cc1ccccc1CSCCNC(=O)CSCc1ccc([N+](=O)[O-])cc1	98	1.3	101	20	97	-22	101	5	99	100	7
C(=N\c1nccs1)/c1c[nH]c2ccccc12	102	0.6	101	10	97	12	99	2	100	99	8
Cn1c(=O)c(NCCc2ccccc2)c2c3c(cccc31)C(=O)c1ccccc1-2	99	70*	93	22	96	·	95	151*	91	93	41
NC(=O)c1ccc(NC(=O)c2ccc(CN3CCOCC3)cc2)cc1	98	-0.1	99	34	98	2	101	0	100	106	·
c1csc(Cc2nc3ccccc3[nH]2)c1	98	0.1	102	17	102	-21	99	1	99	107	10
CCN1CCCC1CNC(=O)Cn1cnc2ccc(S(=O)(=O)N3CCC(C)CC3)cc2c1=O (stereo not drawn)	103	-0.6	101	31	101	·	101	-1	101	101	12
COc1ccc(-n2c(C)c(C(C)=O)c3cc(O)ccc32)cc1	97	-0.4	106	17	102	-15	110	-1	107	104	14
Cc1ccc(Cn2c(SCc3cccnc3)nc3c2c(=O)n(C)c(=O)n3C)cc1	101	4.4	100	13	92	·	96	2	98	96	37
O=C(CSc1nc2ccc([N+](=O)[O-])cc2[nH]1)c1ccc(Cl)cc1	93	-0.1	98	5	98	-2	96	0	96	102	13
Cc1ccc(NC(=O)c2cc3c(=O)oc4ccccc4c3s2)nc1	104	-0.5	106	9	106	·	106	1	103	109	11
O=S(=O)(c1ccc(N2CCC(c3ccc(Cl)cc3)=N2)cc1)N(CCO)CCO	104	0.0	105	49	99	-7	107	11	102	114	13

Source: PubChem BioAssay (several laboratories)
